Assay outcomes from PubChem BioAssay.
APJ antagonist: antagonists of human apelin receptor APJ, primary screen, CHO-K1 cells, beta-arrestin complementation, luminescence | inhibition, % at 20 µM | actives 0.32% (n = 330,000);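 active = inhibition above about 40% at 20 µM, limit read from the data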;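 note: cells challenged with 10 nM apelin-13 agonist together with compound; plate controls were apelin-13 plus DMSO wells for no effect and DMSO wells lacking apelin-13 for full effect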
Target sequence (P35414 whole entry, looked up): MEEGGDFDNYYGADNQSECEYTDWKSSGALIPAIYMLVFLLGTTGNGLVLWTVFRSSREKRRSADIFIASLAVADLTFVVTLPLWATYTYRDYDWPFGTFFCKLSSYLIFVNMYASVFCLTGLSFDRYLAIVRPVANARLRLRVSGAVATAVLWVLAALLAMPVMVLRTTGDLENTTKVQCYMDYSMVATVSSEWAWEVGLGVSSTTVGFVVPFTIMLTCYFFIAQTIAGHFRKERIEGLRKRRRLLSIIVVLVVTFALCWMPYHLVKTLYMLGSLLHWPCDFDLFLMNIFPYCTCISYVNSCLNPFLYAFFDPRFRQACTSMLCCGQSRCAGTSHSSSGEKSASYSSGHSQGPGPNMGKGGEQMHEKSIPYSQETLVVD
MPTP block: mitochondrial permeability transition pore inhibitors, primary screen, biochemical, isolated mouse mitochondria, absorbance; inhibition, % at 10 µM; AID 602449, 2012; actives 1.4% (n = 360,000); Ca2+ swelling absorbance, 30 min;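 active = inhibition of 50% or more, scaled per plate between neutral and stimulator controls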;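 note: 0% = DMSO wells given calcium and 100% = 1 mM EGTA wells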
NALP3 yeast inh: NALP3 inflammasome inhibitors in reconstituted yeast, primary screen, luminescence, uHTS; Yeast reconstituted NLRP3/ASC/caspase-1, beta-gal luminescence, 24 h; inhibition, % at 10 µM; actives 0.39% (n = 330,000); AID 2825, 2010;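 active = inhibition of 50% or more; inactive = inhibition below 50%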;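 note: plate controls were induced DMSO wells for no effect and uninduced yeast grown without galactose for full effect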
tim23-1 inh: growth inhibitors of tim23-1 mutant yeast, primary screen, luminescence, uHTS. S. cerevisiae tim23-1 growth, BacTiter-Glo luminescence, 24 h. inhibition, % at 20 µM. actives 1.3% (n = 330,000);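 active = growth inhibition of the mutant yeast at or above 50%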;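 note: temperature-sensitive mutant grown at 25 °C; plate controls were DMSO-treated mutant yeast for no effect and medium wells lacking yeast for full effect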
tim10-1 inh: growth inhibitors of tim10-1 mutant yeast, primary screen, luminescence, uHTS | S. cerevisiae tim10-1 ts strain growth, BacTiter-Glo, 24 h | inhibition, % at 20 µM | actives 2.2% (n = 330,000) | AID 463190, 2010;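 active = inhibition of at least 40%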;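 note: mutant grown at 25 °C; 0% = DMSO wells with yeast and 100% = wells holding no yeast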
APJ ag: agonists of human apelin receptor APJ, primary screen, CHO-K1 cells, PathHunter beta-arrestin, luminescence; P35414; 0% DMSO wells, 100% apelin; activation, % at 20 µM; actives 0.11% (n = 330,000); AID 2520, 2010;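 active = activation more than six SD over the plate average, tested at 20 µM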;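 note: 0% = DMSO alone and 100% = apelin-13 at 10 nM; some results filed as inactive read as strong as hits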
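Assay system: engineered CHO-K1 APJ arrestin reporter cells; Amount: 1000 CHO-K1 reporter cells seeded per well; Dosing: one dose, 20 µM compound, 1% DMSO; Times: compound stimulation 90 min at 25 °C, detection 60 min; Measured by: luminescent beta-gal fragment complementation, chemiluminescent substrate; Read-out: APJ–arrestin association signal; Controls: DMSO vs Apelin-13 10 nM.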
MIN6 prolif: inducers of MIN6 beta-cell proliferation, primary screen, ATP luminescence, uHTS; MIN6 cells proliferation, ATPlite luminescence, 48 h; cells starved in 0.2% serum; 100% = growth in 10% serum; proliferation, % at 10 µM; actives 0.29% (n = 330,000);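 active = compounds whose signal lies at least 3.5 SD above the mean of all wells on their plate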;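 note: 0% = DMSO-treated cells in low-serum medium and 100% = 10% serum control; some compounds called inactive have numbers as strong as hits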
TIM10 inh: growth inhibitors of isogenic TIM10 control yeast, primary screen, counter-screen for tim10-1 yeast inhibitor project, luminescence, uHTS; S. cerevisiae TIM10 strain growth, BacTiter-Glo luminescence, 24 h; inhibition, % at 10 µM; actives 1.4% (n = 330,000);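 active = inhibition of 40% or more at the single tested concentration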;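 note: wild-type TIM10 isogenic control strain grown at permissive 25 °C; 0% = DMSO yeast wells and 100% = minimal medium wells without yeast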
NR3A LBD binder: binders of NR3A ligand-binding domain, primary screen, biophysical, differential scanning fluorimetry, uHTS. Glutamate receptor ionotropic, NMDA 3A (GRIN3A) ligand-binding domain. NR3A LBD differential scanning fluorimetry, Tm shift; 0% = protein alone, 100% = glycine-bound protein. Tm shift relative to glycine control, % at 25 µM. actives 2.5% (n = 340,000). AID 1259313, 2017;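 active = melting temperature shift of at least 10% of the positive control shift, at one fixed dose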
* marks the source's active call; other numbers are inactive results.

SMILES	APJ antagonist	MPTP block	NALP3 yeast inh	tim23-1 inh	tim10-1 inh	APJ ag	MIN6 prolif	TIM10 inh	NR3A LBD binder
COC(=O)C1=C(C)N(c2ccc(C)c(C)c2)/C(=C/c2ccco2)C1=O	7	5.7	-2	38	37	-3	-6	48*	-2
CCOc1cc(N2CCOCC2)c(OCC)cc1NC(=O)c1ccc(OC)c(S(=O)(=O)N2CCOCC2)c1	1	-1.5	13	7	3	-1	1	-4	1
CCC(C)(C)NC(=O)CN(C(=O)CCC(=O)Nc1ccccn1)c1ccc2c(c1)OCO2	22	-0.5	6	5	-13	3	4	11	-2
OC(CN1CCOCC1)Cn1cnc2ccccc21 (stereo not drawn)	-4	-1.1	4	3	-9	-2	0	-28	2
Cc1c(OC(C)C(=O)NCc2ccncc2)ccc2c3c(c(=O)oc12)CCC3 (stereo not drawn)	16	0.4	8	6	9	0	-3	9	-3
CN(CCOc1ccccc1)C(=O)c1ccc(Cl)c(S(=O)(=O)N2CCCCC2)c1	-51	-0.4	22	35	30	-3	0	3	-1
Cc1cc(C)c2c(N)c(C(=O)Nc3c(C)n(C)n(-c4ccccc4)c3=O)sc2n1	18	-1.1	16	3	-16	-1	4	-4	1
O=C(N/N=C/c1ccccc1)c1cc(-c2ccc3c(c2)OCO3)n[nH]1	-13	4.0	15	-2	4	3	-4	2	26*
COc1cc(NS(=O)(=O)N2CCCC2)cc(OC)c1OC	2	2.0	4	1	10	1	-2	17	15*
CCCCNC(=O)/C(=C\c1ccc([N+](=O)[O-])o1)NC(=O)c1ccccc1	-26	-0.8	18	32	38	1	-2	28	0
O=C(CN1CCC(C(=O)c2ccc3c(c2)OCCO3)CC1)Nc1ccccc1F	6	1.0	5	26	26	-3	0	-5	-2
O=[N+]([O-])c1ccc(S(=O)(=O)N/N=C/c2ccsc2)cc1	-45	-2.4	13	-4	-10	5	0	0	-1
O=C(NCCc1ccncc1)Nc1ccc(Cl)c(Cl)c1	-9	24	2	-291	-29	0	-3	-12	18*
CN(CC(=O)N1CCCc2c1c(=O)oc1ccc(O)cc21)Cc1ccccc1	5	5.0	-3	6	4	-4	2	1	2
Cc1noc2ncnc(Oc3ccc(F)cc3)c12	0	0.1	4	-1	-8	1	2	-5	-1
O=C(N/N=C/C(Br)=C/c1ccccc1)c1ccncc1	-17	2.7	20	28	25	2	-4	13	-5
CC(=O)Nc1ccc(C2=NNC(=Nc3ccc(S(=O)(=O)N4CCOCC4)cc3)SC2)cc1	-9	-0.6	12	-2	3	-3	-5	15	9
O=C(CSc1nnc(C2CCCCC2)n1-c1ccccc1)NCc1ccco1	8	-0.6	-29	1	-5	-5	-2	10	0
COc1ccc(CN2CCCCCC2)cc1Br	23	-0.3	18	10	8	-4	1	-12	-1
C/C(=N\NC(=O)c1nnn(-c2nonc2N)c1-c1ccc2c(c1)OCO2)c1cccs1	9	-0.5	6	-2	-5	1	-2	-20	-13
CCN(CC)S(=O)(=O)c1ccc(N2CCCC2)c(NC(=O)Cc2ccc(OC)cc2)c1	9	-0.3	-5	19	15	-2	-6	16	-2
CCN(Cc1ccncc1)S(=O)(=O)c1ccc(C(C)=O)cc1	13	50	9	-3	-24	-3	-6	-25	1
COc1ccc2cc(S(=O)(=O)NC3CC(C)(C)NC(C)(C)C3)ccc2c1	1	-0.1	2	7	11	-3	3	8	0
CCc1nnc(NS(=O)(=O)c2ccc(NC(=O)c3ccc(C#N)cc3)cc2)s1	13	-1.1	8	19	10	-1	0	-2	-9
Cc1ccc(Cl)c(OCC(=O)Nc2ccc(S(=O)(=O)NC3=NCCCCC3)cc2)c1	5	-0.3	18	-3	-7	0	-3	-3	-3
COc1cc2c(cc1NC(=O)c1ccc3c(c1)OCO3)oc1ccccc12	3	1.6	10	16	-2	1	0	18	26*
Cc1ccc(N2CC(C(=O)N3CCN(c4ccccc4)CC3)CC2=O)cc1 (stereo not drawn)	-6	-0.6	18	11	-4	-7	-3	-1	2
CC1CCN(S(=O)(=O)c2cccc3cccnc23)CC1	-7	1.1	19	-2	-13	-4	1	1	-1
CC(C)CCN(C(=O)Cc1ccc(Cl)c(Cl)c1)c1c(N)n(Cc2ccccc2)c(=O)[nH]c1=O	-4	4.6	1	13	14	3	-4	-11	-5
Cc1cccc(-c2nnc(SCC(=O)c3ccc(O)cc3O)n2C)c1	1	-1.1	24	-7	-10	2	0	-22	3

Three structures out of the list, ordered by molecular weight, smallest number first.
SMILES	APJ antagonist	MPTP block	NALP3 yeast inh	tim23-1 inh	tim10-1 inh	APJ ag	MIN6 prolif	TIM10 inh	NR3A LBD binder
CC1CCN(S(=O)(=O)c2cccc3cccnc23)CC1	-7	1.1	19	-2	-13	-4	1	1	-1
Cc1cccc(-c2nnc(SCC(=O)c3ccc(O)cc3O)n2C)c1	1	-1.1	24	-7	-10	2	0	-22	3
O=C(CSc1nnc(C2CCCCC2)n1-c1ccccc1)NCc1ccco1	8	-0.6	-29	1	-5	-5	-2	10	0

Continuation.
SMILES	APJ antagonist	MPTP block	NALP3 yeast inh	tim23-1 inh	tim10-1 inh	APJ ag	MIN6 prolif	TIM10 inh	NR3A LBD binder
O=C(Nc1cccc(-c2cn3c(n2)SCC3)c1)c1ccc(Br)o1	10	1.5	1	-2	10	0	-1	6	-6
Cc1ccc(O)c(C(=O)c2cnn(C(=O)c3cccc(S(=O)(=O)N(C)C)c3)c2)c1	-6	5.8	12	14	0	-3	2	9	0
CC(=O)Nc1ccc(C(=O)OCC(=O)NCc2cccs2)cc1	16	3.5	9	9	4	-2	-2	4	2
CC(NC(=O)c1cccc(N(C)C)c1)c1ccc(-n2ccnc2)cc1 (stereo not drawn)	-13	-0.4	7	-7	-7	-3	0	-2	-1
COc1ccc(S(=O)(=O)N2CCN(CC(=O)Nc3c(C)n[nH]c3C)CC2)cc1OC	7	-0.5	9	-6	-15	-4	1	-3	-1
CCC1(CC)NC(=O)N(CC(=O)N2N=C(c3ccc(Cl)cc3)CC2c2ccco2)C1=O (stereo not drawn)	-5	-0.9	11	17	19	0	1	-1	-1
Cc1ccc(C(=O)N2CCN(C(=O)N3CCOCC3)CC2)cc1	-4	-2.9	11	8	8	4	1	-4	1
CCOC(=O)CCc1c(C)nc2c(c(C)nn2-c2ccc(C)cc2)c1C	12	-2.5	24	0	-12	-2	2	24	-1
N#C/C(=C\c1cn(Cc2ccc(F)cc2)c2ccccc12)C(=O)NCc1ccco1	8	2.7	2	4	34	6	-3	12	-1
CC(NS(=O)(=O)c1ccccc1)C(=O)NCc1ccco1 (stereo not drawn)	9	-0.6	1	4	-15	3	-1	-9	2
Fc1cccc(-c2csc(-c3ccno3)n2)c1	5	2.9	-6	14	7	0	-3	16	-36
O=S(=O)(c1cccc2nonc12)N1CCN(c2ccccc2F)CC1	-10	-0.1	30	7	7	3	-3	-7	-1
C=CCN(c1ccccc1OC)S(=O)(=O)c1cccc(C(=O)NCc2ccco2)c1	11	-2.1	-3	-3	-8	-1	0	-8	-7
O=C1c2ccccc2C(=O)N1C(CO)C(O)c1ccc([N+](=O)[O-])cc1 (stereo not drawn)	-2	-0.2	5	17	10	-2	-3	-8	-2
O=C(Nc1ccc(Br)cc1F)c1ccncc1	-7	-3.1	2	8	11	-3	-2	10	0
Cc1ccc(CS(=O)(=O)c2ccc(C(=O)N3CCN(c4ccccn4)CC3)cc2[N+](=O)[O-])cc1	-39	-0.6	22	33	47*	8	-4	15	2
COc1ccccc1CN1CC(C(=O)NCCc2ccc(C)o2)CCC1=O (stereo not drawn)	-14	-0.7	6	6	21	-4	-1	6	0
CCCCn1c(N)c(N(CCC(C)C)C(=O)C2=NN(c3cc(C)ccc3C)C(=O)CC2)c(=O)[nH]c1=O	13	-2.5	20	10	-1	3	-3	1	-3
CCOC(=O)CCCSc1nc2sc(C)c(C)c2c(=O)[nH]1	17	0.2	-24	22	22	-1	4	22	0
COc1cccc2sc3ccc(NCc4ccc5c(c4)OCO5)cc3c(=O)c12	-42	-0.1	18	-12	15	14	0	-8	-2
CC(Sc1cccc(C(F)(F)F)c1)C(=O)NC(N)=O (stereo not drawn)	13	-1.4	4	15	19	-4	0	15	0
Oc1ccc(-c2csc(Nc3cccc4ccccc34)n2)cc1O	-21	6.0	1	8	27	4	-4	1	7
COc1cccc(CC(=O)NNC(=O)CN(C)S(=O)(=O)c2ccc(C)cc2)c1	3	0.7	9	8	0	-2	-2	3	0
O=[N+]([O-])c1ccc(Sc2cccc3cccnc23)c([N+](=O)[O-])c1	37	0.4	1	50	56*	-4	-5	30	0
O=C(CNCc1ccccc1)Nc1ccc(Cl)cc1	-4	2.7	28	5	11	-1	2	-9	0
CCc1nnc(NC(=O)CN2CCN(Cc3cccc(OC)c3)CC2)s1	9	0.8	16	0	7	-2	-1	-9	0
COc1ccc(S(=O)(=O)N2CCCC2C(=O)n2nc(C)cc2C)cc1 (stereo not drawn)	5	1.2	-14	22	29	-4	-1	25	-2
CC1CCCCC12NC(=O)N(CC(=O)N1CCc3ccccc31)C2=O (stereo not drawn)	1	-1.2	6	4	-7	-1	1	3	-2
CCOC(=O)c1nc2ccccc2c(C)c1C	4	0.7	25	10	3	-1	0	-3	0
O=C(C[n+]1ccc(-c2ccccc2)cc1)Nc1ccc([N+](=O)[O-])cc1	-13	2.2	17	-7	8	-2	0	10	-3
CC1(C(=O)NC2CCCCC2)CCC(=O)N1Cc1ccc2c(c1)OCO2 (stereo not drawn)	4	0.3	7	13	25	-2	-1	4	0
COc1ccc(NS(=O)(=O)c2cc(NC(=O)c3ccccc3F)ccc2N2CCCC2)cc1	0	2.3	2	26	12	3	-1	-4	-4
COc1ccc(NC(=O)COc2cccc3c2CCN(C)C3=O)c(OC)c1	1	-0.2	-4	-7	5	2	0	-9	1
O=C(NCCc1ccccn1)c1cc(C(=O)C2CCCCC2)c[nH]1	14	-0.6	-7	7	3	-2	-4	-4	-2
Cc1cc(Cl)ccc1OCCCC(=O)N1CCN(S(=O)(=O)c2ccccc2)CC1	0	0.3	-4	13	16	-3	-4	-12	-2
Cc1cc(SCC(=O)c2ccccc2)nc(=O)[nH]1	2	-0.1	14	-11	-25	3	-1	-5	3
CN(C(=O)CSc1nc(-c2ccccc2)cs1)C1CCS(=O)(=O)C1 (stereo not drawn)	10	-3.3	-3	8	15	1	0	-5	0
Cc1ccc2cc(C#N)c(N3CCCN(S(=O)(=O)c4ccc(F)cc4)CC3)nc2c1	3	3.6	12	36	38	0	-4	35	4
c1ccc(Cc2nnc3sc(-c4ccc5c(c4)OCO5)nn23)cc1	-7	-4.0	1	11	20	-4	1	9	-2
CC1(C)OC(C)(C)/C(=C\c2ccccc2[N+](=O)[O-])C1=O	-15	-3.0	10	24	39	0	1	-7	-1
CCc1cc2c(-c3ccccc3)cc(=O)oc2cc1OC(=O)c1cccs1	6	25	-16	-4	-1	-2	-6	4	0
CC(=O)c1ccc(S(=O)(=O)N2CCN(CC(=O)Nc3ccc(Cl)c([N+](=O)[O-])c3)CC2)cc1	-14	-0.5	16	17	7	-3	-2	11	-4
